RORgamma inh = qHTS for inhibitors of ROR gamma transcriptional activity; Nuclear receptor ROR-gamma (Mus musculus), P51450; Drosophila S2 Gal4-RORgamma UAS-luciferase reporter, 20 h; Potency, µM (top dose mostly 53.6 µM), for the others: top-dose activity change, negative = inhibition, actives largely listed as inhibitors; 310,000 compounds, 5.4% hits; AID 2551, 2010; note: potency is the fitted concentration of half-maximal effect; % is set by controls: 0 for no effect and ±100 for the full control effect; nearly all actives have a fitted effect of over 60% in size
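Drosophila S2 cells stably expressing Gal4-DBD/mouse RORγ fusion under metallothionein promoter plus UAS-luciferase; compound 1 h, then 700 uM CuSO4 induction for 20 h at ambient temperature; inhibition read as reduced luminescence.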
Tb PFK inh = qHTS Assay to Find Inhibitors of T. brucei phosphofructokinase. ATP-dependent 6-phosphofructokinase (Trypanosoma brucei brucei), O15648. T. brucei PFK, ADP-Glo luminescence. Potency, µM (doses to about 57.5 µM), for inactives: top-dose activity, negative = inhibition, most hits filed as inhibitors. 330,000 compounds, 0.17% hits. AID 485367, 2010;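 note: potency is the fitted concentration of half-maximal effect; 0% = uninhibited 1x PFK enzyme wells and -100% = no-enzyme wells; nearly all actives have a fitted effect of over 60% in size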
Target sequence (O15648 whole entry, looked up): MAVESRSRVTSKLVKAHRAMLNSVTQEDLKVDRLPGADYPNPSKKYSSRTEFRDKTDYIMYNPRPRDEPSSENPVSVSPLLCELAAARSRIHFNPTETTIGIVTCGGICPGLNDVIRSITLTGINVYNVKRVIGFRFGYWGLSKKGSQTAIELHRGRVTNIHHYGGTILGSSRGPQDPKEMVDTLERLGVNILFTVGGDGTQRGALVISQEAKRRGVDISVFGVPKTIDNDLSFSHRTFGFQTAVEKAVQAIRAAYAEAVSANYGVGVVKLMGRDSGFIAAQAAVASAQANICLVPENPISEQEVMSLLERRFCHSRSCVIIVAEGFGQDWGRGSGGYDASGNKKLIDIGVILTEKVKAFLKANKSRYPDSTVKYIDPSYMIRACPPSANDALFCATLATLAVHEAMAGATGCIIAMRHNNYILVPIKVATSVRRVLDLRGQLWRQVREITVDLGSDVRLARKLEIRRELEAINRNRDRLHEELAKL
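Compounds were pin-transferred as a titration series up to 57 uM into substrate buffer (0.5 mM F6P, 0.1 mM ATP, pH 8.0), then 1.25 nM PFK was added and reactions ran 45 min before ADP-Glo detection.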
Rab9 prom act = qHTS Assay for Rab9 Promoter Activators | AID 485297, 2010 | 320,000 compounds, 2.8% hits | Potency, µM (doses to about 9.22 µM), inactives show at the top dose activation, negative = inhibition, actives largely listed as activators | Huh7 Rab9 promoter-luciferase reporter, luminescence, 24 h; note: potency is the fitted concentration of half-maximal effect; % of control where 0% means no effect; nearly all actives have a fitted effect of over 60% in size
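Huh7 cells stably carrying a Rab9 promoter-luciferase reporter, 1500 cells per well in OP-MEM I with 10% FBS, treated with compound 24 hours at 37C. Luciferase activity read by luminescence after 10 minutes with Amplite reagent.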
NPC1 promoter act = qHTS Assay for NPC1 Promoter Activators. AID 485313, 2010. 320,000 compounds, 2.4% hits. Huh7 NPC1 promoter luciferase reporter, 24 h. Potency, µM (highest dose often 9.22 µM), for inactives: at the top dose activation, most hits filed as activators;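 note: potency is the fitted concentration of half-maximal effect; % of control where 0% means no effect; nearly all actives have a fitted effect of over 60% in size; reporter is driven by a mutant NPC1 promoter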
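Compounds in DMSO were transferred onto Huh7 NPC1-luciferase reporter cells pre-incubated 2 h; after 24 h at 37 °C, Amplite reagent was dispensed and luminescence recorded 10 min later.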
uPA surface inh = qHTS for Inhibitors of Cell Surface uPA Generation. Potency, µM (series often up to 38.3 µM), for the others: at the highest dose activity change, negative = inhibition, hits mostly inhibitors. cell surface uPA generation assay, qHTS. 330,000 compounds, 0.31% hits; active = well fitted inhibition curve with a large enough effect; inconclusive = small, poorly fitted or top-dose-only effect; inactive = no such curve, though single readings can be large or run the other way; tested in mouse RAW 264.7 cells; note: potency is the fitted concentration of half-maximal effect; % is set by controls: 0 for no effect and ±100 for the full control effect; nearly all actives have a fitted effect of over 55% in size
ELG1 genotoxic = qHTS screen for small molecules that induce genotoxicity in human embryonic kidney (HEK293T) cells expressing luciferase-tagged ELG1 | HEK293T ELG1-luciferase reporter, luminescence, 16 h | Potency, µM (titrated, usually from 46 µM), for the others: at the highest dose activity change, positive = activation, hits mostly activators | 330,000 compounds, 1.3% hits | AID 504466, 2011; note: potency is the fitted concentration of half-maximal effect; % of control where 0% means no effect; nearly all actives have a fitted effect of over 60% in size
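Screening used a luciferase reporter fused to human ELG1 in HEK293T cells. Luminescence was read on a CCD plate imager after 16 hr exposure and 30 min ONE-Glo incubation.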
Giardia kill = Small Molecules that selectively kill Giardia lamblia: qHTS. Giardia lamblia trophozoite viability. 340,000 compounds, 0.15% hits. activity change, % at 7.66 µM, hits read low; in the data active = activity change below about -80%; inconclusive = between about -30% and that limit;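 note: parasites exposed to compound for two days anaerobically before the ATP read; % is set by controls: 0 for no effect and ±100 for the full control effect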
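Giardia lamblia trophozoites (100 cells/well) were incubated with compounds for 48 h at 37 deg C under anaerobic conditions. Viability was read as ATP content by one-step luminescence after 15-30 min at room temperature.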
FLuc counter = qHTS profiling assay for firefly luciferase inhibitor/activator using purifed enzyme and Km concentrations of substrates (counterscreen for miR-21 project); 360,000 compounds, 6.9% hits; Luciferin 4-monooxygenase (Photinus pyralis), P08659; purified FLuc, Km substrates, luminescence inhibition; Potency, µM (titrated, usually from 57.5 µM), for the others: at the top dose activity change, negative = inhibition, most hits filed as inhibitors; AID 588342, 2011;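 note: potency is the fitted concentration of half-maximal effect; plate controls were vehicle for no effect and reference inhibitor for full effect; nearly all actives have a fitted effect of over 55% in size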
Target sequence (P08659 whole entry, looked up): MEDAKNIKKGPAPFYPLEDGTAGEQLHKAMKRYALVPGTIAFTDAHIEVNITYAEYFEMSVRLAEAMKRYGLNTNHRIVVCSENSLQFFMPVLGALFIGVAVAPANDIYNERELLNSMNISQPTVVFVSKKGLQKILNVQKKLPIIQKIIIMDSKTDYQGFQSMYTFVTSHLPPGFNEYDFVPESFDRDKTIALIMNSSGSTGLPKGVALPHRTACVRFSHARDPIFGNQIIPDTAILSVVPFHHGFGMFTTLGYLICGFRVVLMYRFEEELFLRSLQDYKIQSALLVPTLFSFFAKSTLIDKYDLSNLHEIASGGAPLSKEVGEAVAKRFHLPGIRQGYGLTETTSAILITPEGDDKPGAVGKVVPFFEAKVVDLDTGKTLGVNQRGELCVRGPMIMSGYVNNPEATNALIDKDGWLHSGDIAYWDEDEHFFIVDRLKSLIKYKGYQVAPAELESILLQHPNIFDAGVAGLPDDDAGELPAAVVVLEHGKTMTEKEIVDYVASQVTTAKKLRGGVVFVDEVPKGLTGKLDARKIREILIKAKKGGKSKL
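Purified P. pyralis luciferase, 10 nM final, with Km-level 10 uM D-luciferin and 10 uM ATP in 50 mM Tris acetate pH 7.5, 10 mM Mg acetate, 0.01% Tween-20, 0.05% BSA; 6-point qHTS titration about 60 µM downward; luminescence read.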
KCNH2 3.1 inh = qHTS for Inhibitors of KCHN2 3.1: Mutant qHTS; Potassium voltage-gated channel subfamily H member 2, brain isoform KCNH2 3.1 (human); U2OS KCNH2 3.1, thallium flux FluxOr; stronger effect = lower value; activity change, % (tested at about 1.8 µM); 340,000 compounds, 0.95% hits;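 active = maximum activity change below -70%; inconclusive = maximum activity change from -70% to -50%; inactive = maximum activity change above -50%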;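 note: thallium influx rate constant from kinetic fluorescence after stimulation buffer; % is set by controls: 0 for no effect and ±100 for the full control effect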
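Virally transduced U2OS (3.1 isoform, 4 h infection in dark at RT) → overnight 37 C → FluxOr + Red40 in HBSS/HEPES, 45 min → stimulation buffer, 2 min kinetic read → rate constant vs DMSO controls.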
Gal4-VP16 FLuc = VP16 counterscreen qHTS for inhibitors of ROR gamma transcriptional activity | Drosophila S2 Gal4-VP16 UAS-luciferase, luminescence, 20 h | Potency, µM (highest dose often 53.6 µM), for the others: at the top dose activity, negative = inhibition, most hits filed as inhibitors | 310,000 compounds, 3.5% hits;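 note: Gal4-VP16 expression switched on by copper sulfate through the metallothionein promoter; potency is the fitted concentration of half-maximal effect; % is set by controls: 0 for no effect and ±100 for the full control effect; nearly all actives have a fitted effect of over 50% in size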
FBPA coupling cs = qHTS Assay for Inhibitors of Fructose-1,6-bisphosphate Aldolase from Giardia Lamblia: Coupling assay counterscreen; coupling enzyme system counterscreen, AmpLite Red fluorescence; activity change, negative = inhibition, % at 58.2 µM, hits read low; 290,000 compounds, 0.67% hits; in the data active = activity change below about -30%; note: % is set by controls: 0 for no effect and ±100 for the full control effect
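Final compound at 57.5 uM, incubated 10 min at RT with coupling enzyme reagent (glyceraldehyde-3-phosphate), then 20 min with substrate and AmpLite Red detection. Fluorescence read at 525/598 nm; tests interference with the coupling assay, not aldolase inhibition.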
Starred values were filed as active, the others as inactive; ? = inconclusive; . = no result given; [ ] = remark or other dose. Unless noted, calls come from the whole dose curve; as a rule, active = well fitted curve in the direction sought with a large enough effect; inconclusive = small, poorly fitted or top-dose-only effect, or another doubt; inactive = no such curve, though single readings can be large; an effect the other way counts as inactive or inconclusive. No enrichment for hits. Share with any hit: about 14%.

The opening 2 records, to show the layout:
cpd	structure	RORgamma inh	Tb PFK inh	Rab9 prom act	NPC1 promoter act	uPA surface inh	ELG1 genotoxic
1	CCCCCC(=O)NNC(=S)NC(=O)c1ccc([N+](=O)[O-])cc1	2.8µM*	-9%	-1%	-5%	4%	-7%
2	Cc1ccc2nc(SCC(=O)OCc3ccccc3)nc(=O)n2c1	.	-9%	-1%	0%	-4%	2%

cpd	Giardia kill	FLuc counter	KCNH2 3.1 inh	Gal4-VP16 FLuc	FBPA coupling cs
1	-12	?	-2	6.3µM*	5
2	-1	5%	0	.	.

Results, from the first entry:
cpd	structure	RORgamma inh	Tb PFK inh	Rab9 prom act	NPC1 promoter act	uPA surface inh	ELG1 genotoxic
1	CCCCCC(=O)NNC(=S)NC(=O)c1ccc([N+](=O)[O-])cc1	2.8µM*	-9%	-1%	-5%	4%	-7%
2	Cc1ccc2nc(SCC(=O)OCc3ccccc3)nc(=O)n2c1	.	-9%	-1%	0%	-4%	2%
3	CCOC(=O)CNC(=O)CNC(=O)Cn1ccc2ccccc2c1=O	6%	5%	3%	1%	1%	1%
4	COc1ccc(CN2C(=O)CN=C2Nc2ccc(C)cc2C)cc1	-1%	?	-1%	2%	2%	10%
5	CCN(CC)C(=O)c1ccc2c(=O)n(Cc3cccc(Br)c3)c(=S)[nH]c2c1	7.1µM*	0%	-5%	-4%	0%	-6%
6	O=[N+]([O-])c1ccc(C2NS(=O)(=O)N=C3CCCCCN32)cc1 (stereo not given)	1%	17%	-1%	-2%	0%	-3%
7	CCOC(=O)C1C(=O)C=C(c2ccc([N+](=O)[O-])cc2)CC1c1ccccc1 (stereo not given)	14%	-8%	-6%	-1%	2%	-7%
8	CCCCC(=O)NC1(C(F)(F)F)NC(=O)N(C)C1=O (stereo not given)	1%	0%	-5%	-6%	4%	-1%
9	COc1cc(C(=O)OCC(=O)Nc2cc(C)on2)cc(OC)c1OC	-6%	1%	0%	-4%	.	6%
10	COc1cccc(C(C(=O)NC2CCCCC2)N(C(=O)c2csnn2)C2CC2)c1 (stereo not given)	2%	2%	4%	-3%	4%	-4%
11	COc1ccc(-c2c(C(=O)O)c(-c3ccccc3)cn2C)cc1	.	?	26%	19%	4%	8%
12	Cc1cc(NC(=O)CCCOc2ccc(Cl)cc2Cl)no1	-42%	3%	-4%	-2%	5%	-2%

cpd	Giardia kill	FLuc counter	KCNH2 3.1 inh	Gal4-VP16 FLuc	FBPA coupling cs
1	-12	?	-2	6.3µM*	5
2	-1	5%	0	.	.
3	1	0%	-4	-3%	7
4	5	6%	15	5%	-1
5	43[activator]	3%	-23	13µM*	0
6	?	3%	26	5%	1
7	6	4%	?	1%	1
8	-13	-1%	-4	-4%	2
9	-3	1%	5	0%	.
10	17	0%	-30	0%	0
11	-23	-1%	-14	.	.
12	13	-37%	-8	-6%	1

(list continues)
cpd	structure	RORgamma inh	Tb PFK inh	Rab9 prom act	NPC1 promoter act	uPA surface inh	ELG1 genotoxic
13	O=C(O)C1C2C=CC(CC2)C1C(=O)O (stereo not given)	1%	?	-6%	1%	-1%	-13%
14	CCOc1ccc2nc(N(CCN(CC)CC)C(=O)/C=C/c3cccs3)sc2c1	-13%	1%	-2%	-5%	-2%	-7%
15	COc1cccc(CNC(=O)c2c(C)nn(-c3ccccc3)c2C)c1	31%	0%	-16%	-3%	2%	0%
16	Cn1ccsc1=NC(=O)c1ccc(=O)[nH]c1	17%	4%	-3%	2%	0%	2%
17	Cc1ccc(Cn2ccc(-c3cnc(-c4ccccc4)s3)n2)cc1	2%	-4%	?	?	8%	?
18	CC1CCN(CC(O)COCCC23CC4CC(CC(C4)C2)C3)CC1 (stereo not given)	7%	3%	?	-2%	7%	-12%
19	COC(=O)CC(NC(=O)Nc1ccccc1F)c1ccc2c(c1)OCO2 (stereo not given)	7%	3%	0%	-4%	-3%	1%
20	COc1ccc(C(=O)Nc2ccccc2C(=O)NC(Cc2ccc(O)cc2)C(=O)NNC(=O)c2ccncc2)cc1 (stereo not given)	34%	-8%	13%	-1%	-3%	2%
21	COc1ccc(OC)c(NC(=O)CSc2nc3nc(C)cc(C)n3n2)c1	.	-2%	-1%	-1%	27%	-2%
22	CCOC(=O)c1cc(NC(=O)c2c(C)noc2C)cc(C(=O)OCC)c1	?	8%	1%	-1%	.	-2%
23	Cc1cnc(C(=O)OCC(=O)Nc2ccc(Cl)cc2Cl)cn1	-8%	-1%	-2%	1%	0%	1%
24	CCOC(=O)c1ccc(NC(=O)CN2C(=O)CN(C(C)=O)C2=S)cc1	-4%	-18%	7%	8%	-5%	4%

cpd	Giardia kill	FLuc counter	KCNH2 3.1 inh	Gal4-VP16 FLuc	FBPA coupling cs
13	5	1%	-11	11%	1
14	0	-1%	-80*	-12%	.
15	37[activator]	1%	1	-7%	-3
16	22	-1%	9	-12%	.
17	-4	11µM*	-3	15%	1
18	6	4%	-4	0%	5
19	-29	3%	3	-3%	0
20	-25	12µM*	11	3%	0
21	1	7%	10	.	.
22	9	-10%	-4	4%	6
23	7	0%	-5	7%	2
24	-7	-10%	18	-9%	-4

Further results.
cpd	structure	RORgamma inh	Tb PFK inh	Rab9 prom act	NPC1 promoter act	uPA surface inh	ELG1 genotoxic
25	O=C1CCCC(O)=C1N=Nc1ccc2ncsc2c1	13%	-17%	11%	3%	-1%	?
26	CCc1nc(SCC(=O)NNC(=O)c2ccc(OC)cc2)c2ccccc2n1	-27%	0%	-2%	-7%	0%	-4%
27	c1ccc(Cc2nn3c(COc4ccccc4)nnc3s2)cc1	25%	?	0%	0%	2%	21%
28	O=c1c2ccccc2nc(-c2ccco2)n1/N=C/c1ccco1	38%	-2%	6%	-10%	-14%	-4%
29	O=C(NCCN1CCCC1)C1(S(=O)(=O)c2ccc(Cl)cc2)CC1	12%	5%	5%	2%	.	0%
30	Cc1ccccc1OCc1nnc(SCC(=O)Nc2ccc3c(c2)OCO3)n1C	13%	1%	-5%	-3%	.	16%
31	Cc1ccc2c(Cl)c(C(=O)Nc3cccnc3)sc2c1	-10%	-5%	4µM*	2.8µM*	-18%	0%
32	O=C(CNC(=O)c1ccc(Cl)cc1Cl)OCCOc1ccccc1	.	0%	13%	15%	4%	7%
33	CCCCCCSc1ccc([C@@H]2[C@@H]3C(=O)N(C)C(=O)[C@@H]3[C@]3(C(=O)OC)CCCCN23)cc1OC	.	6%	-3%	2%	-17%	-4%
34	COc1ccc(N2C(=O)CC(N(Cc3ccc(S(N)(=O)=O)cc3)C(C)=O)C2=O)cc1 (stereo not given)	-14%[0.365 µM]	-4%	0%	0%	-2%	-4%
35	CC(C(=O)N(C)Cc1ccccc1)N1CCN(C/C=C/c2ccccc2)CC1 (stereo not given)	18%	0%	-7%	0%	2%	-9%
36	O=C(NC1CCCC1)C(c1cccnc1)N(C(=O)c1ccco1)c1ccc(F)cc1 (stereo not given)	-16%	-8%	-3%	-4%	1%	-6%
37	N#Cc1ccc(NC(=O)Cn2c3[n+](c4ccc(C(F)(F)F)cc42)CCCCC3)cc1	2%	1%	14%	0%	2%	0%
38	CC(=O)c1c(C)[nH]c(C(=O)OCC(=O)N2CCN(S(=O)(=O)c3ccc(C)cc3C)CC2)c1C	23%	2%	0%	-1%	-9%	-15%

cpd	Giardia kill	FLuc counter	KCNH2 3.1 inh	Gal4-VP16 FLuc	FBPA coupling cs
25	6	?	16	-11%	1
26	3	-19%	-14	-5%	4
27	4	?	1	17%[0.365 µM]	2
28	1	-13%	12	0%	3
29	-16	3%	-13	-5%	-2
30	2	1%	-11	-12%	1
31	-10	1.9µM*	-12	-10%	0
32	-9	17µM*	-5	.	.
33	21	-3%	9	.	.
34	-15	4%	-15	.	1
35	-8	-1%	-96*	-8%	-1
36	-9	0%	-12	-2%	3
37	10	0%	27	9%	3
38	15	2%	-2	1%	5
